Screening data as filed in PubChem.
bovine MsrA act – bovine methionine sulfoxide reductase A activation; purified bovine MsrA, absorbance read-out; activation, % at 10.6 µM; 0.3% of 360,000 active; AID 602163; in the data active = activation above about 7.5%;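 also: 0% = vehicle and 100% = reference activator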
FAS TE block – FAS thioesterase (human) inhibition; P49327; recombinant FAS-TE, OMFH fluorogenic substrate, fluorescence endpoint; inhibition, % at 15 µM; 0.67% of 360,000 active; AID 602261;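 active = compounds whose normalised, plate-corrected inhibition of enzyme fluorescence in the single-dose primary screen is 50% or more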;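 also: 0% = DMSO with enzyme and 100% = substrate without enzyme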
MT1-MMP act inh – blocks activation of human MT1-MMP; HT1080 RFP-PRO-GFP cells, GFP/RFP ratio fluorescence, overnight; percent of plate control window, DMSO zero; GFP/RFP ratio change, % at 20 µM; 0.061% of 360,000 active; AID 651647;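 active = GFP/RFP ratio change of at least 30% with cell ATP level not reduced by more than half and red fluorescence within 50% of control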; also: strong numbers were not always called active
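Test system: HT1080 cells expressing an RFP-PRO-GFP fluorescent reporter construct / Compound dosing: single-point 20 µM compound, 1% DMSO / Schedule: cells overnight before dosing, compound overnight, 37 °C, 5% CO2 / Evaluation: GFP/RFP fluorescence ratio / Control set: DMSO and RFP-L50D-GFP cell wells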
MsrA inh – inhibitors of bovine MsrA; purified bovine MsrA, absorbance read-out; 0.75% of 360,000 active; inhibition, % at 15.5 µM; in the data active = inhibition above about 4.5%;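 also: 0% = vehicle wells with enzyme and 100% = reference inhibitor wells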
Rin1 Abl inh – inhibitors of human Rin1-Abl protein interaction; 0.4% of 360,000 active; AID 588664; TR-FRET Rin1/Abl binding, biochemical; P00519+Q13671; inhibition, % at 7.35 µM; in the data active = inhibition above about 5%, passing the limit was not always enough
SKN-1 inh – C. elegans SKN-1 inhibition. C. elegans VP596 Pgst-4::GFP/RFP ratio, acrylamide-induced, 24 h. inhibition, % at 21.8 µM. 0.49% of 360,000 active. AID 624304;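 active = interference check ratio from 0.5 to 1.5 plus GFP to RFP signal ratio inhibition reaching or exceeding a fixed threshold, cut at about 30% in these data, passing the limit was not always enough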; also: some compounds called inactive have numbers as strong as hits
E coli Lon inh – E. coli protease La inhibition | inhibition, % at 7.94 µM | purified E. coli Lon protease, fluorescence polarization | P0A9M0 | 0.42% of 360,000 active; in the data active = inhibition above about 13%, passing the limit was not always enough;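 also: 0% = enzyme with probe and DMSO and 100% = no enzyme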
Neddylation inh – inhibitors of human cullin neddylation | P61081+Q13564 | TR-FRET cullin neddylation, biochemical | calls only at 25 µM | 0.58% of 360,000 active; in the data active = inhibition above about 36%
NRP1-CendR mod – modulators of CendR peptide binding to human neuropilin-1. O14786. AID 602438. FAM-RPARPAR peptide binding to NRP-1, fluorescence polarization. 0.85% of 360,000 active. inhibition, % at 25 µM;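 active = inhibition or corrected inhibition above about 18%, plus a signal ratio from 0.5 to 1.5, limit read from the data, passing the limit was not always enough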; also: strong numbers were not always called active
Target sequence (O14786 whole entry, looked up): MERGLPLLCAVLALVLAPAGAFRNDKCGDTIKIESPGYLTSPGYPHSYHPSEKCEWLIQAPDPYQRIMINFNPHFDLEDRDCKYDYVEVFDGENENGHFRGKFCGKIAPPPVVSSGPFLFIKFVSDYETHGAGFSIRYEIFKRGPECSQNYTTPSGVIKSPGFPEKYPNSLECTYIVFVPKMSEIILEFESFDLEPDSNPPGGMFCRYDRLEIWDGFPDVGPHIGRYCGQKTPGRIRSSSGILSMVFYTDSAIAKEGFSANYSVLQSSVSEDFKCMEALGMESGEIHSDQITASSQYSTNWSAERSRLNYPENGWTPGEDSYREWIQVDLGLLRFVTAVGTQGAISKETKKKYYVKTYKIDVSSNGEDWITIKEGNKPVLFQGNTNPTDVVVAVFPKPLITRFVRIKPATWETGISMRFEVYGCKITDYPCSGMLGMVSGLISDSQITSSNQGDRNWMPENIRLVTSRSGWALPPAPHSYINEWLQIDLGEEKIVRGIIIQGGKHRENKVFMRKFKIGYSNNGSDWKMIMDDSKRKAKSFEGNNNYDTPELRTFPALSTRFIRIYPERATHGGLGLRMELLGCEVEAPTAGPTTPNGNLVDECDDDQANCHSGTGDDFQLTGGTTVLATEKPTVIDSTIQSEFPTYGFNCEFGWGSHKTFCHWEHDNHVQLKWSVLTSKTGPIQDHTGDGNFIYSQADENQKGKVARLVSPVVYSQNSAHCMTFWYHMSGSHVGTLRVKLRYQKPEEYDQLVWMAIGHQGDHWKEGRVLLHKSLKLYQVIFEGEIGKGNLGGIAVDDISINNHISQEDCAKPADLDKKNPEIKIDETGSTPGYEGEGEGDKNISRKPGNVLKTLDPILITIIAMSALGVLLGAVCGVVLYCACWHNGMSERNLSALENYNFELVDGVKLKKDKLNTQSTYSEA
* marks the source's active call; other numbers are inactive results; i = inactive; x = not tested or not shown; + = active, no number.

smiles	bovine MsrA act	FAS TE block	MT1-MMP act inh	MsrA inh	Rin1 Abl inh	SKN-1 inh	E coli Lon inh	Neddylation inh	NRP1-CendR mod
Cc1ccc2nc(SCC(=O)N3CCN(c4ccccc4)CC3)[nH]c2c1	-4	15	2	-0.3	2	11	-1	i	0
Cc1cc(N2C(=O)C(=O)/C(=C(/O)c3ccc(F)cc3)C2c2ccc(Cl)cc2)no1 (centres undefined)	1	1	-1	0.4	-4	3	-15	i	5
O=C(NCc1ccco1)C1(c2ccc(Cl)cc2)CCCC1	-5	-1	1	1.1	5	-1	4	i	-6
CC(C)(C(=O)N1CCC1(C)C(=O)NS(=O)(=O)c1ccc(Br)cc1)c1ccccc1 (centres undefined)	-2	-5	1	-0.7	1	15	-3	i	-8
O=S(=O)(c1ccc(NC(=S)N/N=C/c2ccc(O)c(O)c2)cc1)N1CCOCC1	-8	-2	7	1.4	-1	-8	4	i	-46
CCC(=O)Nc1nnc(CCc2ccccc2)s1	2	-8	1	1.1	0	2	1	i	13
Cc1ccc(NC(=O)CCC(=O)N2CCN(S(=O)(=O)c3ccc(C)cc3)CC2)cc1	-3	6	-1	0.6	-2	2	-16	i	45*
COc1ccccc1NC(=S)N(CCCN(C)C)Cc1cc2cc3c(cc2[nH]c1=O)OCO3	-1	-2	1	1.9	-2	-4	0	i	2

Three compounds already listed, sorted by the number in bovine MsrA act, ascending.
canonical_smiles | bovine MsrA act | MT1-MMP act inh | MsrA inh | Rin1 Abl inh | SKN-1 inh | E coli Lon inh | Neddylation inh | NRP1-CendR mod
O=S(=O)(c1ccc(NC(=S)N/N=C/c2ccc(O)c(O)c2)cc1)N1CCOCC1 | -8 | 7 | 1.4 | -1 | -8 | 4 | i | -46
O=C(NCc1ccco1)C1(c2ccc(Cl)cc2)CCCC1 | -5 | 1 | 1.1 | 5 | -1 | 4 | i | -6
COc1ccccc1NC(=S)N(CCCN(C)C)Cc1cc2cc3c(cc2[nH]c1=O)OCO3 | -1 | 1 | 1.9 | -2 | -4 | 0 | i | 2

Remaining list, next part
smiles	bovine MsrA act	FAS TE block	MT1-MMP act inh	MsrA inh	Rin1 Abl inh	SKN-1 inh	E coli Lon inh	Neddylation inh	NRP1-CendR mod
CCc1ccc(C#CC2=CC(=O)CC(C)(C)C2)cc1	2	22	-10	0.7	1	11	-7	i	-8
NC(c1csc(Nc2cnccn2)n1)c1ccccc1Cl (centres undefined)	-5	-6	0	0.8	-2	4	-7	i	3
O=C(N/N=C/c1cccs1)c1n[nH]c2c1CCCC2	-2	-4	-4	2.2	-2	11	4	i	4
COc1ccc(Cn2c(C)nc3c(c(=O)c4ccccc4n3C)c2=O)cc1	-3	-2	0	-0.2	-3	2	0	i	-8
CCCCCc1c(-c2cccc(OC)c2)ncn1CCc1ccccc1OC	-2	22	6	21*	x	1	-5	i	13
C[C@@H]1C=C[C@](Cc2ccccc2)(C(=O)O)N1C(=O)c1ccccc1	3	-10	-5	-0.6	0	1	-13	i	2
S=C1NCCOCCOCCOCCOCCNC(=S)NCCOCCOCCOCCOCCN1	1	-4	-1	-0.1	5	18	-7	i	-4
COc1ccc(S(=O)(=O)N2CCN(C)CC2)cc1	-3	-5	0	-0.5	1	-1	-2	i	3
COc1ccc(NC(=O)COC(=O)c2ccc(S(=O)(=O)N(C)c3ccccc3OC)cc2)cc1	-2	29	x	0.4	3	-3	-1	i	17
CCCc1nnc(NC(=O)CCC(=O)N2CCN(c3ccccn3)CC2)s1	-12	-7	3	0.3	-7	-9	2	i	13
CCCN1CCN(C(=O)c2ccc(F)c(S(=O)(=O)N3CCOCC3)c2)CC1	1	-3	0	1.3	6	2	-9	i	12
Cc1cc(N2CCN(Cc3cn(C)nc3-c3ccccc3F)CC2)cc(C)n1	-10	-2	-17	0.8	-2	7	-7	i	11
Cc1cccc(NC(=O)CN2C(=O)NC3(CCCC3)C2=O)n1	-2	-3	0	0.9	5	2	-4	i	-2
Cc1ccc(C)c(OCCC(=O)OCC(=O)NCCc2ccc(S(N)(=O)=O)cc2)c1	-1	-4	4	-0.9	2	17	12	i	3
COc1ccc(S(=O)(=O)N2CCCCC2)cc1NC(=O)C1CC(=O)N(Cc2ccco2)C1 (centres undefined)	-2	-4	-1	-0.6	1	12	12	i	-7
Cc1ccc(-c2cc(C(=O)NCc3ccccn3)no2)cc1	-3	-4	8	2.3	1	10	-9	i	10
Fc1ccccc1CSc1nc2ncccc2[nH]1	-2	-10	0	1.1	2	-22	-12	i	5
Cc1cc(N2C(=O)CC(Cc3ccc(Cl)cc3)C2=O)no1 (centres undefined)	1	-5	0	-1.7	4	9	-2	i	-12
Cn1c(=O)c2[nH]c(CCNC(=O)c3ccccc3)nc2n(C)c1=O	-2	-8	1	1.2	-1	8	7	i	18*
CCOC1(/N=C(\C)NS(=O)(=O)c2ccc(Cl)cc2)C(C)=CC(=O)C=C1C	1	-2	1	1.4	-4	-9	-5	i	2
NC(=O)C1CCCN(S(=O)(=O)c2ccc3ccccc3c2)C1 (centres undefined)	-1	-6	2	-1.1	0	-4	-13	i	-8
COc1ccc(OC)c(S(=O)(=O)Nc2ccc(OCC(=O)O)cc2)c1	-7	-5	-2	0.4	0	0	2	i	1
O=C(/C=C1\OCc2ccccc21)OCc1ccccc1	x	x	2	1.1	x	15	x	i	10
NC(=O)[C@@H]1CC2(CC(c3cccc(NC(=O)CC(c4ccccc4)c4ccccc4)c3)=NO2)CN1C(=O)COc1ccc(Cl)cc1 (some centres undefined)	-3	60*	5	-0.8	2	9	-8	i	4

A run of entries from further up:
smiles	bovine MsrA act	FAS TE block	MT1-MMP act inh	MsrA inh	Rin1 Abl inh	SKN-1 inh	E coli Lon inh	Neddylation inh	NRP1-CendR mod
Fc1ccccc1CSc1nc2ncccc2[nH]1	-2	-10	0	1.1	2	-22	-12	i	5
Cc1cc(N2C(=O)CC(Cc3ccc(Cl)cc3)C2=O)no1 (centres undefined)	1	-5	0	-1.7	4	9	-2	i	-12

(cont.)
smiles	bovine MsrA act	FAS TE block	MT1-MMP act inh	MsrA inh	Rin1 Abl inh	SKN-1 inh	E coli Lon inh	Neddylation inh	NRP1-CendR mod
CN(Cc1nc(-c2ccccn2)no1)S(=O)(=O)c1ccccc1	-10	-6	1	2.2	0	-28	-5	i	16
Cc1ccc(C(=O)N/C(=C/c2ccco2)C(=O)NCCCn2ccnc2)cc1	-1	-15	-7	1.4	-3	3	3	i	-4
COc1ccc(CNC(=O)c2ccc(NC(=O)CC3SC(N4CCCC4)=NC3=O)cc2)cc1 (centres undefined)	-1	-4	2	2.2	7.8*	32	6	i	-9
CNC(=O)c1oc(-c2ccccc2)nc1C	-3	-8	-5	-0.1	2	-4	4	i	6
O=C(C[C@H]1C/C=C\C[C@H](Cc2ccc(F)cc2)C(=O)OCCNC1=O)NCCO	0	-2	5	0.7	3	-4	-3	i	18
COc1cc(/C=C2/C(=N)N3C(=NC2=O)SN=C3S(C)(=O)=O)ccc1OC(=O)c1ccco1	-2	-4	-53	2.1	0	6	-57	i	-175
CCN(CC)S(=O)(=O)c1ccc2oc(C(=O)O)c(C)c2c1	-4	-5	6	0.1	-2	-2	3	i	-7
CN(c1ccccc1)S(=O)(=O)c1ccc2[nH]c(=O)oc2c1	-2	-8	0	1.2	-1	15	-8	i	-13

Next part; it opens with the five that closed the last part.
smiles	bovine MsrA act	FAS TE block	MT1-MMP act inh	MsrA inh	Rin1 Abl inh	SKN-1 inh	E coli Lon inh	Neddylation inh	NRP1-CendR mod
CNC(=O)c1oc(-c2ccccc2)nc1C	-3	-8	-5	-0.1	2	-4	4	i	6
O=C(C[C@H]1C/C=C\C[C@H](Cc2ccc(F)cc2)C(=O)OCCNC1=O)NCCO	0	-2	5	0.7	3	-4	-3	i	18
COc1cc(/C=C2/C(=N)N3C(=NC2=O)SN=C3S(C)(=O)=O)ccc1OC(=O)c1ccco1	-2	-4	-53	2.1	0	6	-57	i	-175
CCN(CC)S(=O)(=O)c1ccc2oc(C(=O)O)c(C)c2c1	-4	-5	6	0.1	-2	-2	3	i	-7
CN(c1ccccc1)S(=O)(=O)c1ccc2[nH]c(=O)oc2c1	-2	-8	0	1.2	-1	15	-8	i	-13
O=C(CN1CCN(S(=O)(=O)c2ccccc2)CC1)Nc1ccccc1C(=O)NC1CC1	-1	-1	0	1.5	-2	-10	4	i	10
OC[C@H]1OC(Nc2ccc(N=Nc3ccccc3)cc2)[C@@H](O)[C@@H](O)[C@@H]1O (some centres undefined)	-4	-5	11	1.3	0	23	2	i	2
COc1ccc([N+](=O)[O-])cc1N/C(=N/S(=O)(=O)c1ccccc1)c1ccccc1	-10	20	-3	0.9	3	5	-2	i	-1
Cc1ccc(NC(=O)CSc2nc(N)cc(=O)[nH]2)cc1Cl	-1	-6	2	0.8	0	2	2	i	-1
Cc1nc2c(c3c1[nH]c1ccccc13)C(=O)CC(C)(C)C2	-1	6	-6	1.6	-8	-13	-10	+	-8
CCN(CC)C(=O)c1ccc(-c2nnc(Nc3ccc(C(=O)NC)cc3)c3ccccc23)cc1	-2	-2	1	3.8	-6	6	-7	i	11
CCC(c1nnc(SCC(=O)Nc2ccc(C(=O)Nc3ccccc3OC)cc2)o1)N(C)C (centres undefined)	-8	-6	5	-0.8	-2	14	-4	i	1
CCc1cc(=O)oc2cc(C)cc(OC(C)C(=O)NCc3ccccn3)c12 (centres undefined)	-3	-5	-5	-0.3	2	24	-2	x	10
O=C1c2ccccc2C(=O)N1CCCCNc1ccccc1	-2	9	-12	-1.1	-1	8	2	i	-4
CCCN(CC(=O)Nc1cc(C)on1)S(=O)(=O)c1cccc(C(F)(F)F)c1	1	1	9	-1.0	3	1	-6	i	8
Cc1ccc(NC(=O)Cn2c(O)c(N=NC(N)=S)c3ccccc32)cc1	-4	0	3	0.3	0	-7	-3	i	-1
CCOc1ccccc1OCCC(=O)OCC(=O)Nc1c(C)nn(-c2ccccc2)c1C	-1	-5	3	-0.8	1	14	-5	i	2
COCCNC(=O)CN(C(=O)c1ccc(N2CCCC2)nc1)c1ccc(Cl)cc1	-6	-5	0	2.7	-2	-15	5	i	6
N#Cc1ccccc1NC(=O)CN1CCOCC1	-1	-6	-2	-1.0	1	-6	-12	i	-2
CCOC(=O)c1ccc(N2C(=O)c3n[nH]c(C)c3C2c2ccc(OC)cc2)cc1 (centres undefined)	-11	9	3	0.5	1	-18	-3	i	7
COc1ccccc1OCCN(C#N)c1nc(N(C)C)nc(N(C)C)n1	-9	7	-2	0.3	-2	-3	-2	i	0

An excerpt from above, showing only SKN-1 inh, MT1-MMP act inh and NRP1-CendR mod:
| mol | SKN-1 inh | MT1-MMP act inh | NRP1-CendR mod |
| --- | --- | --- | --- |
| CCCN(CC(=O)Nc1cc(C)on1)S(=O)(=O)c1cccc(C(F)(F)F)c1 | 1 | 9 | 8 |
| Cc1ccc(NC(=O)Cn2c(O)c(N=NC(N)=S)c3ccccc32)cc1 | -7 | 3 | -1 |
| CCOc1ccccc1OCCC(=O)OCC(=O)Nc1c(C)nn(-c2ccccc2)c1C | 14 | 3 | 2 |
| COCCNC(=O)CN(C(=O)c1ccc(N2CCCC2)nc1)c1ccc(Cl)cc1 | -15 | 0 | 6 |

More entries follow.
smiles	bovine MsrA act	FAS TE block	MT1-MMP act inh	MsrA inh	Rin1 Abl inh	SKN-1 inh	E coli Lon inh	Neddylation inh	NRP1-CendR mod
N/C(=N\OC(=O)Oc1ccccc1)c1ccc([N+](=O)[O-])cc1	-1	3	5	0.2	-1	-4	-2	i	-13
CC1(C)Cc2nc3[nH]c(=S)n(-c4ccccc4)c(=O)c3cc2CO1	-11	-5	3	-0.6	7	-5	-8	i	1
Cc1cccc(C)c1NC(=O)c1sccc1SCc1cccc(C(F)(F)F)c1	-14	21	-10	x	4	-8	-6	i	1
COc1ccc(C)cc1NC(=O)Nc1ccccc1	-4	-1	0	0.3	0	27	6	i	5

Rows are unselected (roughly 4.2% active in at least one column).
